Assay outcomes (PubChem)
GLS inh: qHTS for Inhibitors of Glutaminase (GLS); Potency, µM (series often up to 45.5 µM), for inactives: at the top dose activity change, negative = inhibition, most hits filed as inhibitors; 410,000 compounds, 0.21% hits; GLS enzymatic activity, qHTS titration; note: % is set by controls: 0 for no effect and ±100 for the full control effect
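Assay buffer: 45 mM KH2PO4 pH 8.2, 0.02% Tween-20. hKGA acts on L-glutamine (1 mM solution added); product glutamate is reported by an oxidase/peroxidase Amplex Red coupling, with fluorescence taken at baseline and 30 min.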
HP1b binding inh: HTS for Inhibitors of HP1-beta Chromodomain Interactions with Methylated Histone Tails | Chromobox protein homolog 1 (Homo sapiens), P83916 | AlphaScreen HP1-beta / biotin-H3K9me3 peptide binding | Potency, µM (highest dose often 114 µM), without a hit: at the top dose activity change, negative = inhibition, usual class: inhibitors | 390,000 compounds, 0.56% hits | AID 540317, 2011; note: nearly all actives have a fitted effect of over 70% in size; inactives centre near 23
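HP1-beta protein (50 nM final) preincubated 30 min at room temperature with biotinylated H3(1-18)K9me3 peptide (50 nM) in PBS pH 7.4, 0.01% Tween-20, then compound added for 30 min. AlphaScreen streptavidin donor/nickel chelate acceptor beads (10 ug/mL final), 30 min dark, luminescence read.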
PGK inhibitor: qHTS Assay to Find Inhibitors of Phosphoglycerate Kinase; Phosphoglycerate kinase, glycosomal (Trypanosoma brucei brucei), P07378; PGK/GAPDH coupled, Kinase-Glo luminescence, 60 min; Potency, µM (series often up to 57.5 µM), for inactives: at the top dose activity change, negative = inhibition, usual class: inhibitors; 380,000 compounds, 0.043% hits; note: % is set by controls: 0 for no effect and ±100 for the full control effect; nearly all actives have a fitted effect of over 60% in size
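Luminescent ATP detection (Kinase-Glo Plus) follows a 60-minute room-temperature incubation, with wells lacking PGK as controls. Buffer: 100 mM TEA (pH 7.6), 5 mM MgCl2, 0.01% Tween-20. Coupling enzyme GAPDH (100 nM final) supplies unstable 1,3-BPG in-well.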
12-LOX inh: Primary qHTS assay for inhibitors of human arachidonate 12S-lipoxygenase (ALOX12): Round 2. Polyunsaturated fatty acid lipoxygenase ALOX12 (Homo sapiens), P18054. purified 12hLO, xylenol orange hydroperoxide absorbance. Potency, µM (series often up to 108 µM), for inactives: at the top dose activity change, negative = inhibition, hits mostly inhibitors. 580,000 compounds, 1.1% hits. AID 1671190, 2021; note: % is set by controls: 0 for no effect and ±100 for the full control effect
Target sequence (P18054 whole entry, looked up): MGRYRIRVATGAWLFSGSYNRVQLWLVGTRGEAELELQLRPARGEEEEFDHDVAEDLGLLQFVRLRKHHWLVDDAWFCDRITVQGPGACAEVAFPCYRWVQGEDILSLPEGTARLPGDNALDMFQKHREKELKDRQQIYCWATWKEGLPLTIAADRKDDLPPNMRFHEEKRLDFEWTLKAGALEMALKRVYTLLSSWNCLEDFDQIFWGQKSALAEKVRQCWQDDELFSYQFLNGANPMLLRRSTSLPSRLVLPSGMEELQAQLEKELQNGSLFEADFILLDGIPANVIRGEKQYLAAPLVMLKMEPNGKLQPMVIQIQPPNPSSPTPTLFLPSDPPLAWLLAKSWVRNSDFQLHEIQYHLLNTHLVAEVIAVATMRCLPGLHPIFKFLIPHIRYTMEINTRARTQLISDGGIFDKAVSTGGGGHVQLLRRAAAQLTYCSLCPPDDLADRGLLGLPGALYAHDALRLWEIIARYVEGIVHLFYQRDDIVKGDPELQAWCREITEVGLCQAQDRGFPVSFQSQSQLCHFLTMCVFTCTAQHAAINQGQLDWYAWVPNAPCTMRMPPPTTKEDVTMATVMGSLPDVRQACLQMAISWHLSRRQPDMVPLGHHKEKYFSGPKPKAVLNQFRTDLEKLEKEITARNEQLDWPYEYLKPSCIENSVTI
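Purified human 12hLO (150 nM final) in 25 mM Hepes, 0.01% Triton X-100, pH 7.0 was preincubated 15 min at room temperature with compound. Then 40 uM arachidonic acid was added, 30 min. Hydroperoxide was read by Fe-XO absorbance ratio 573/405 nm.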
RGS4 inh: Inhibitors of Regulator of G Protein Signaling (RGS) 4: qHTS; Regulator of G-protein signaling 4 (Homo sapiens), P49798; 390,000 compounds, 0.039% hits; Potency, µM (highest dose often 114 µM), for inactives: top-dose activity change, negative = inhibition, hits mostly inhibitors; Transcreener GDP fluorescence polarization, RGS4-accelerated GTP hydrolysis; note: % is set by controls: 0 for no effect and ±100 for the full control effect; nearly all actives have a fitted effect of over 75% in size; some results filed as inactive show a strong effect at the top dose
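MLSMR compounds (23 nl, pin-transferred) preincubated 10 min at room temperature with a 500nM (2x) first reagent, then RGS4 at 900nM (2x) plus Transcreener GDP mix added; fluorescence polarization (620/688 nm) read before and after 90 min at 30 °C.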
rTrxR1 inhibitor: qHTS Assay for Inhibitors of Mammalian Selenoprotein Thioredoxin Reductase 1 (TrxR1): qHTS; Thioredoxin reductase 1, cytoplasmic (Rattus norvegicus), O89049; 390,000 compounds, 1% hits; recombinant rTrxR1, NADPH fluorescence consumption, selenite substrate; Potency, µM (titrated, usually from 114 µM), inactives show at the top dose activity change, negative = inhibition, most hits filed as inhibitors; note: % is set by controls: 0 for no effect and ±100 for the full control effect; nearly all actives have a fitted effect of over 65% in size
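Rat TrxR1 (90 nM in the dispensed reagent) was pre-reduced with 400 uM NADPH for 5 min at room temperature, then incubated with compound for 15 min. After 400 uM selenite was added, NADPH fluorescence (Ex 340/Em 450 nm) was followed for 8 min.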
JMJD2A Tudor inh: qHTS Assay for Inhibitors of JMJD2A-Tudor Domain. 390,000 compounds, 4.4% hits. AlphaScreen JMJD2A-Tudor / H3K4me3 peptide binding. Potency, µM (doses to about 114 µM), inactives show at the top dose activity change, negative = inhibition, actives largely listed as inhibitors. AID 504339, 2011; note: % is set by controls: 0 for no effect and ±100 for the full control effect; nearly all actives have a fitted effect of over 50% in size
Pin1 inh: qHTS Assay to Find Inhibitors of Pin1. Potency, µM (highest dose often 115 µM), without a hit: top-dose activity, negative = inhibition, hits mostly inhibitors. Pin1 FP peptide displacement, HiFluor488, 10 min. AID 504891, 2011. 390,000 compounds, 0.009% hits; active = well fitted inhibition curve with a large enough effect in the polarisation, with a control signal flat, not every such curve was filed as active; inconclusive = small, poorly fitted or top-dose-only effect, or effect the other way, or a change in a side signal; inactive = no such curve, though single readings can be large or run the other way; the % refers to the polarisation; note: % is set by controls: 0 for no effect and ±100 for the full control effect
ERG-DNA inh: qHTS for Small Molecule Inhibitors of the ERG Ets/DNA interaction; Transcriptional regulator ERG (Homo sapiens), P11308; fluorescence polarization, His-ERG Ets domain / labelled DNA; Potency, µM (doses to about 76.9 µM), inactives show at the highest dose FP activity, negative = inhibition, actives largely listed as inhibitors; 370,000 compounds, 0.028% hits; AID 624246, 2012; active = well fitted inhibition curve with a large enough effect in the polarisation, with a control signal flat; inconclusive = small, poorly fitted or top-dose-only effect, or effect the other way, or a change in a side signal; inactive = no such curve, though single readings can be large or run the other way; the % refers to the polarisation;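 note: polarization taken with two DNA probes labelled with fluorescein and Texas red; % of control where 0% means no effect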
Target sequence (P11308 whole entry, looked up, the tested form may be a part): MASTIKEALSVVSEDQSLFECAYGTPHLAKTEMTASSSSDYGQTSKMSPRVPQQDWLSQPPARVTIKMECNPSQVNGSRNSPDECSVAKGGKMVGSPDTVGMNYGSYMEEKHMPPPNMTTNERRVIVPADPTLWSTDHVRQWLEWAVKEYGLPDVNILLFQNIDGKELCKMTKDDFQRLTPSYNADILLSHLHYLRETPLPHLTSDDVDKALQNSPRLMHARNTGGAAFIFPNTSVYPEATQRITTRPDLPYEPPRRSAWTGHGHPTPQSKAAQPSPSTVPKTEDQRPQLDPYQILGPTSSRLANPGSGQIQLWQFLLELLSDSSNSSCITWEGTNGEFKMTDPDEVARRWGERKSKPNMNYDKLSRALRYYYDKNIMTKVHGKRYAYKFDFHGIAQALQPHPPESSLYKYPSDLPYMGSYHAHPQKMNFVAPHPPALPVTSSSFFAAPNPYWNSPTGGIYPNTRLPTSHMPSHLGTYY
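His-tagged ERG Ets domain (1 uM in the protein solution; 300mM KCl, 50mM Tris-HCl, 1mM EDTA, 1mM DTT, pH 7.5) received compound, then a probe mix of 5 nM fluorescein-DNA and 100nM Texas-615-DNA. Fluorescence polarization was read for both dyes.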
* marks the source's active call; other numbers are inactive results; i = inactive; ? = inconclusive; nt = no result given; [ ] = dose if it differs, or a comment. Unless noted, calls come from the whole dose curve; as a rule, active = well fitted curve in the direction sought with a large enough effect; inconclusive = small, poorly fitted or top-dose-only effect, or another doubt; inactive = no such curve, though single readings can be large; an effect the other way counts as inactive or inconclusive. Potency is the fitted concentration of half-maximal effect. An excerpt; rates above refer to the full screens.

SMILES | GLS inh | HP1b binding inh | PGK inhibitor | 12-LOX inh | RGS4 inh | rTrxR1 inhibitor | JMJD2A Tudor inh | Pin1 inh | ERG-DNA inh
CCC(c1nnc(SCC(=O)Nc2ccc(N3CCOCC3)cc2)n1Cc1ccccc1)N(C)C (stereo not given) | 30%[activator] | -4% | -10% | -2% | 4% | -17% | -23% | -3% | -9%
COc1cc2c(cc1NC(=S)NC(=O)/C=C/c1ccco1)oc1ccccc12 | -16% | 34% | i | ? | -6% | 13% | -6% | 22% | 5%
O=C(C1CCCO1)N1CCN(S(=O)(=O)c2ccc(F)cc2)CC1 (stereo not given) | 6% | 25% | 2% | 5% | -7% | 7% | 6% | 5% | 0%
CC1CCN(c2ncnc3c2nnn3C)CC1 | -12% | 44%[activator] | i | -18% | -21% | 18%[57.1 µM] | -9% | -4% | 1%
Cc1cccc(NC(=S)NNC(=O)c2ccccc2Br)c1 | 32% | 5% | 1% | -14% | 2% | ? | -15% | 1% | -10%
Cc1ccc(SCC(=O)NC(=O)NCc2ccccc2)c(C)c1 | -12% | 35% | i | -14% | -4% | -5% | -8% | 1% | 6%
CCn1cc(C(=O)NCCC(C)C)c(=O)c2cc(F)c(N3CCN(C)CC3)cc21 | 0% | 23% | -3% | -18% | 21% | 6% | -9% | -3% | 5%
Cn1c(=O)n(C)c2cc(N3CCOCC3)c(NC(=O)c3ccc(Cl)cc3)cc21 | -12% | 13% | i | -4% | -3% | -2% | 10% | -19% | 1%
Cc1cc(NC(=O)NC(=O)c2cccc(OC(F)(F)C(F)F)c2)n[nH]1 | -7% | 51%[activator] | 3% | 0% | -17% | -5% | -3% | -7% | -1%
Cc1cc(C)c([N+](=O)[O-])cc1NC(=O)CCS(=O)(=O)c1ccccc1 | 2% | 40%[activator] | -9% | -18% | 6% | 8% | 3% | 2% | -3%
CC(Sc1nc(N)c2c3c(sc2n1)CSC(C)(C)C3)C(=O)Nc1ccccc1 (stereo not given) | ? | ? | 0% | -20% | ? | -6% | 11µM* | 16% | -5%
COc1ccc2oc(=O)c(C(=O)Oc3ccc(NC(C)=O)cc3)cc2c1 | 7% | 15% | -8% | -19% | 16% | -12% | -19% | -2% | nt
COC(=O)C1=COC(OC2OC(CO)C(O)C(O)C2O)C2C1C=CC2(O)CO (stereo not given) | ? | 20µM* | ? | -12% | -7% | 8% | 35µM* | -21% | -6%
Cc1oc(-c2ccccc2F)nc1CSCC(=O)NC1CC1 | 13% | 3% | -8% | -5% | 2%[11.4 µM] | 13% | ? | 0% | 4%
Cc1ccc(/C=C(\C#N)C(=O)NCC2CCCO2)o1 (stereo not given) | -8% | 25% | -3% | -11% | 12%[11.4 µM] | ? | -18% | -2% | 6%
Nc1nc(NC(=O)C(Cl)(Cl)Cl)nn1-c1ccccc1 | 11% | 11% | i | -1% | -17% | -6% | 25µM* | -10% | nt
Cc1ccc(NC(c2nnc(-c3ccccc3)o2)c2ccccc2F)c([N+](=O)[O-])c1 (stereo not given) | 0% | ? | i | -9% | -15% | 2%[57.1 µM] | ? | 14% | 0%
Cc1ccc(CNC(=O)c2ccc3c(c2)S(=O)(=O)c2ccccc2C3=O)o1 | 14% | -34% | i | -15% | -39% | ? | ? | 2% | -10%
COc1ccc(C(=O)CCc2ccc(OC)c(OC)c2)cc1 | 7% | 24% | -4% | 48% | -13% | 15% | -14% | 0% | 2%
COc1ccc(NC(=O)C2CCN(C(=O)Cc3ccccc3)CC2)c(OC)c1 | ? | 10% | -4% | 7% | 11% | 19%[11.4 µM] | -13% | -3% | 20%
Cc1cc(/C=C(\C#N)c2nc3ccccc3[nH]2)c(C)n1C | -7% | -9% | -1% | ? | -35% | 4% | -18% | ? | 19%
O=C(O)CCCCCNC(=O)CCn1cnc2ccccc2c1=O | 0% | 35% | 2% | -7% | 1% | -4% | -21% | 10% | 6%
COc1c2ccoc2c(OC[C@@H](O)C(C)(C)O)c2oc(=O)ccc12 | -8% | 34%[activator] | -2% | -7% | -16% | 13% | -6% | 3% | -2%
Cc1nnc(SCSc2nnc(C)s2)s1 | -3% | 39% | -4% | 438%[activator] | -3% | 1% | 20% | 3% | -5%
COc1cc(C)c(CN2CCSCC2)cc1C | 5% | -3% | -8% | ? | -1% | 29% | 32µM* | -14% | -14%
Cn1cnnc1SCC(=O)Nc1sccc1C#N | 23% | 15% | -1% | -32% | 30% | 3% | -16% | 3% | nt
COc1ccc(Cl)cc1NC(=O)CN(c1cccc(C)c1C)S(C)(=O)=O | 1% | 50%[activator] | -9% | -6% | -28% | 7% | -11% | 6% | 1%
Cc1cc(C(=O)Nc2nc3c(s2)CCCC3)no1 | 19% | 25% | -2% | 0% | 7% | 11% | -20% | ? | 1%
Cc1ccc(-c2cc(C(=O)Nc3cccnc3)[nH]n2)c(O)c1C | 10% | 46%[activator] | 1% | ? | -3% | 23% | 1% | ? | 7%
COCCCNC(=O)CN(c1cc(Cl)cc(Cl)c1)S(C)(=O)=O | -2% | 33% | 6% | 19% | 11% | -2%[57.1 µM] | -8% | -8% | 1%
COC(=O)c1cn(Cc2ccccc2C)nn1 | 11% | 6% | -2% | -2% | 19% | 35% | -10% | 0% | 15%
CCn1c(/C(C#N)=N/O)nc2ccccc21 | 3% | 6% | -4% | ? | -35% | -16% | ? | 0% | -6%
COc1ccc(OC)c(NC(=O)COC(=O)CCS(=O)(=O)c2ccc(Cl)cc2)c1 | 10% | 18% | 2% | ? | -50% | 1% | -5% | 6% | 9%
Cc1ccccc1CN1CCN(C(C)C(=O)NNC(=O)c2ccc(F)cc2)CC1 (stereo not given) | 7% | 34% | i | i | 1% | -20% | -4% | 3% | -3%
CC(C)(C)CC(=O)Nc1ccc(-c2nnc3n2CCCCC3)cc1 | -5% | 20% | -6% | 3% | 1% | 24% | 9% | -2% | 15%
Cc1ccc2[nH]c(O)c(N=NC(=O)C3CC3c3ccccc3)c2c1Br (stereo not given) | -1% | 27% | 2% | 22% | 13% | -6% | -5% | 1% | -5%
COc1ccc(C2=NO[C@@H]3C(=O)N(c4c(C)cccc4C)C(=O)[C@H]23)cc1OC | -1% | 43% | i | 0% | -19% | 11% | -12% | 3% | 0%
CC(SCC(=O)NC(C)C1CC2CCC1C2)C(=O)O (stereo not given) | 8% | 10% | -1% | -13% | 7% | 10% | -8% | 5% | -2%
Cc1c(C(=O)Nc2c(F)cc(F)cc2Br)sc2ncn(CC(=O)N3CCCC3)c(=O)c12 | 1% | 26% | 4% | -28% | 1% | -7% | -8% | -1% | 0%
CC(=O)Nc1ccc(NS(=O)(=O)c2ccc(C)cc2)cc1[N+](=O)[O-] | -9% | 20% | 0% | ? | -14% | 15% | 2% | -3% | 13%

Some values from the list:
`COc1ccc(OC)c(NC(=O)COC(=O)CCS(=O)(=O)c2ccc(Cl)cc2)c1` | PGK inhibitor: 2%
`CC(=O)Nc1ccc(NS(=O)(=O)c2ccc(C)cc2)cc1[N+](=O)[O-]` | ERG-DNA inh: 13%
`Cc1ccc(CNC(=O)c2ccc3c(c2)S(=O)(=O)c2ccccc2C3=O)o1` | Pin1 inh: 2%
`CC(C)(C)CC(=O)Nc1ccc(-c2nnc3n2CCCCC3)cc1` | Pin1 inh: -2%

Returning to the listing, repeating the two entries before the break.
SMILES | GLS inh | HP1b binding inh | PGK inhibitor | 12-LOX inh | RGS4 inh | rTrxR1 inhibitor | JMJD2A Tudor inh | Pin1 inh | ERG-DNA inh
Cc1c(C(=O)Nc2c(F)cc(F)cc2Br)sc2ncn(CC(=O)N3CCCC3)c(=O)c12 | 1% | 26% | 4% | -28% | 1% | -7% | -8% | -1% | 0%
CC(=O)Nc1ccc(NS(=O)(=O)c2ccc(C)cc2)cc1[N+](=O)[O-] | -9% | 20% | 0% | ? | -14% | 15% | 2% | -3% | 13%
Cc1csc(N2CCCC2=O)n1 | 0% | -2% | -1% | 0% | 16% | 5%[57.1 µM] | -6% | -9% | 0%
Cc1cc(C)c(C)c(S(=O)(=O)Nc2ccc3cn[nH]c3c2)c1C | 1% | 42%[activator] | i | 4% | 4% | 14% | -15% | 22% | -10%
O=C(CN(Cc1ccco1)C(=O)CNS(=O)(=O)c1ccc(F)cc1)NCc1ccco1 | 2% | -16% | -3% | -2% | -13% | 12% | -17% | 0% | -8%
C/C(=N\N=C(/N)SC1CC(=O)N(c2cccc(Cl)c2)C1=O)c1cccs1 (stereo not given) | 7% | 14% | nt | 1% | 4% | 7% | ? | -4% | nt
CC1=C([N+](=O)[O-])C(c2ccc3c(c2)OCO3)N(C)C(=O)N1C (stereo not given) | ? | 22% | -1% | -15% | -86%[56.9 µM] | -5% | ? | -5% | -3%
O=C(Nc1ccc(Cl)cc1F)c1cccc2ccccc12 | 0% | 35% | -7% | -8% | -9% | 21% | -9% | 5% | -3%
